RNase H inhibition: RNase H inhibition, HIV 1 Gag Pol polyprotein, FRET biochemical assay, screening (AID 372); inhibition, % at 10 µM, or IC50 in µM where a hit was titrated; HIV-1 RT RNase H, FRET RNA/DNA substrate fluorescence; higher % means a stronger effect; 0.77% of 100,000 active; in the data active means inhibition above about 50%
* marks the source's active call; other numbers are inactive results. Not all compounds are listed. The share of hits here may be higher or lower than overall.

COc1ccc(NC(=O)/C(C#N)=C\c2cc(C)n(-c3ccc(C)cc3)c2C)cc1 was read as RNase H inhibition 0%.
Screening CCOC(=O)c1ccc(NC(=O)CN(c2ccc(Br)cc2)S(C)(=O)=O)cc1 returned RNase H inhibition 13%.
O=C(NCc1ccc(Cl)cc1)C(=O)Nc1cccc(F)c1 was read as RNase H inhibition 8%.
`C=CCN1C(=O)/C(=C2\SC(=S)N(Cc3ccco3)C2=O)c2ccccc21` gave RNase H inhibition 38%.
CCOC(=O)c1ccccc1NC(=O)CN(c1ccc(OC)cc1)S(C)(=O)=O was read as RNase H inhibition 34%.
`CCOc1ccc(C(=O)Nc2cc(C)ccn2)cc1[N+](=O)[O-]` gave RNase H inhibition 7%.
Screening N#CC1=C(N)Oc2c(ccc3ccccc23)C1c1ccc(Cl)cc1Cl (stereo not given) returned RNase H inhibition 14%.
COc1cc2c(-c3ccccc3[N+](=O)[O-])nc3c(c(-c4ccccc4)nn3-c3ccccc3)c2cc1OC was read as RNase H inhibition 18%.
For O=C(N/N=C/c1ccccc1O)/C(=C/c1ccccc1)NC(=O)c1ccccc1 the results were RNase H inhibition 14%.
Screening COc1cccc(OCCOc2ccc(/C=C3\C(=O)NN(c4ccccc4)C3=O)cc2OC)c1 returned RNase H inhibition 16%.
`Cc1nc(SCC(=O)c2ccccc2)n[nH]1` gave RNase H inhibition 0%.
Screening CCOc1cc(Br)cc(C=Nc2ccccc2Sc2c(C)n[nH]c2C)c1O returned RNase H inhibition 43%.
CC(C)C(=O)NC(c1ccc([N+](=O)[O-])cc1)c1c(O)ccc2ccccc12 (stereo not given) was read as RNase H inhibition 15%.
`CCOC(=O)C1=C(C)N=c2s/c(=C\c3c(C)[nH]c4ccccc34)c(=O)n2C1c1c(OC)ccc2ccccc12` (stereo not given) gave RNase H inhibition 37%.
CN(C)c1ccc(NC(=S)NC(=O)c2cccc([N+](=O)[O-])c2)cc1 was read as RNase H inhibition 22%.
For Cc1ccc(N[C@@H]2O[C@H](CO)[C@@H](O)[C@H](O)[C@@H]2O)cc1 the results were RNase H inhibition 0%.
For Cc1ccc(S(=O)(=O)c2ccc(Cl)cc2)cc1S(=O)(=O)Nc1ccc(C(=O)O)cc1 the results were RNase H inhibition 12%.
Screening CCOc1ccc(NC(=O)c2ccc(-c3ccc(Cl)cc3)o2)cc1 returned RNase H inhibition 18%.
For CCOC(=O)c1c(-c2ccccc2)csc1-n1c(C)ccc1C the results were RNase H inhibition 11%.
For COc1ccc(/C(N)=N/OC(=O)COc2ccc3ccccc3c2)cc1 the results were RNase H inhibition 0%.

16 compounds already listed, sorted by SMILES length, lowest first.
`Cc1nc(SCC(=O)c2ccccc2)n[nH]1` gave RNase H inhibition 0%.
O=C(NCc1ccc(Cl)cc1)C(=O)Nc1cccc(F)c1 was read as RNase H inhibition 8%.
For CCOC(=O)c1c(-c2ccccc2)csc1-n1c(C)ccc1C the results were RNase H inhibition 11%.
Screening CCOc1ccc(NC(=O)c2ccc(-c3ccc(Cl)cc3)o2)cc1 returned RNase H inhibition 18%.
For COc1ccc(/C(N)=N/OC(=O)COc2ccc3ccccc3c2)cc1 the results were RNase H inhibition 0%.
Screening N#CC1=C(N)Oc2c(ccc3ccccc23)C1c1ccc(Cl)cc1Cl (stereo not given) returned RNase H inhibition 14%.
Screening CCOc1cc(Br)cc(C=Nc2ccccc2Sc2c(C)n[nH]c2C)c1O returned RNase H inhibition 43%.
CCOC(=O)c1ccccc1NC(=O)CN(c1ccc(OC)cc1)S(C)(=O)=O was read as RNase H inhibition 34%.
For O=C(N/N=C/c1ccccc1O)/C(=C/c1ccccc1)NC(=O)c1ccccc1 the results were RNase H inhibition 14%.
Screening CCOC(=O)c1ccc(NC(=O)CN(c2ccc(Br)cc2)S(C)(=O)=O)cc1 returned RNase H inhibition 13%.
CC(C)C(=O)NC(c1ccc([N+](=O)[O-])cc1)c1c(O)ccc2ccccc12 (stereo not given) was read as RNase H inhibition 15%.
For Cc1ccc(N[C@@H]2O[C@H](CO)[C@@H](O)[C@H](O)[C@@H]2O)cc1 the results were RNase H inhibition 0%.
Screening COc1cccc(OCCOc2ccc(/C=C3\C(=O)NN(c4ccccc4)C3=O)cc2OC)c1 returned RNase H inhibition 16%.
For Cc1ccc(S(=O)(=O)c2ccc(Cl)cc2)cc1S(=O)(=O)Nc1ccc(C(=O)O)cc1 the results were RNase H inhibition 12%.
COc1cc2c(-c3ccccc3[N+](=O)[O-])nc3c(c(-c4ccccc4)nn3-c3ccccc3)c2cc1OC was read as RNase H inhibition 18%.
`CCOC(=O)C1=C(C)N=c2s/c(=C\c3c(C)[nH]c4ccccc34)c(=O)n2C1c1c(OC)ccc2ccccc12` (stereo not given) gave RNase H inhibition 37%.

Additional records
`CCCCCN(CCCCC)C(=O)c1ccccc1C(=O)Nc1ccccc1` gave RNase H inhibition 7%.
For CC(=O)Nc1ccc(N2C(=O)C3C4c5ccccc5C(c5ccccc54)C3C2=O)cc1 (stereo not given) the results were RNase H inhibition 0%.
Screening COc1ccccc1C(=O)N1c2ccccc2C(Nc2ccccc2)CC1C (stereo not given) returned RNase H inhibition 13%.
COc1ccc2c(c1)-c1c(sn(-c3cc(C)ccc3O)c1=S)C(C)(C)N2 was read as RNase H inhibition 41%.
`Cc1cc([N+](=O)[O-])ccc1NC(=O)c1ccccc1C(=O)O` gave RNase H inhibition 4%.
Cc1cc(C)c(NC(=O)CNC(C)(C)C)c(C)c1 was read as RNase H inhibition 7%.
Screening CCc1ccc(/C=C(/C#N)C(N)=O)s1 returned RNase H inhibition 20%.
`CC(=O)c1ccc(NC(=O)C2CCCCC2)cc1` gave RNase H inhibition 0%.
Screening CCOC(=O)c1sc(NC(=O)COc2ccccc2OC)nc1C returned RNase H inhibition 11%.
Screening CCn1c(=O)c(C(=O)Nc2ccccc2S(N)(=O)=O)c(O)c2ccccc21 returned RNase H inhibition 8%.
Screening O=C(O)c1ccc2c(c1)C(=O)N(c1ccc(-c3nnc(-c4ccccc4)o3)cc1)C2=O returned RNase H inhibition 5%.
CN(C(=O)c1cc2cc([N+](=O)[O-])ccc2oc1=O)C1CCCCC1 was read as RNase H inhibition 4%.
C=CCc1ccccc1OCCOc1cccc(/C=c2\sc3nc4ccccc4n3c2=O)c1 was read as RNase H inhibition 6%.
O=C1C(=C2CCCCC2)SC(=S)N1c1ccc(Cl)cc1 was read as RNase H inhibition 6%.
`COc1cc(C=O)cc(Cl)c1OCc1ccc(Br)cc1` gave RNase H inhibition 47%.
`Cc1cccc(Nc2nc(Nc3cccc(C)c3)nc(SC(=S)N3CCOCC3)n2)c1` gave RNase H inhibition 13%.
`Cc1ccccc1C=Nc1ccccc1-c1ccccc1N=Cc1ccccc1C` gave RNase H inhibition 6%.
Screening COc1ccc(C2CC(C(F)(F)F)n3nc(C(=O)O)c(Cl)c3N2)cc1OC (stereo not given) returned RNase H inhibition 12%.
For O=C(CN(c1cccc(Cl)c1)S(=O)(=O)c1ccccc1)Nc1ccccc1C(F)(F)F the results were RNase H inhibition 18%.
COc1ccc(NC(=O)C(=O)NCCN2CCN(S(=O)(=O)c3ccccc3)CC2)cc1 was read as RNase H inhibition 0%.
For O=C(Nc1cccc(C(=O)O)c1)/C(=C\C=C\c1ccccc1)NC(=O)c1ccccc1 the results were RNase H inhibition 0%.
For CC(C)CC(=O)NC(c1ccccc1)c1ccccc1 the results were RNase H inhibition 8%.
Screening O=C(Cc1ccccc1)NN=C1CCCCCCCCCCC1 returned RNase H inhibition 9%.
Screening CCN(CC)c1ccc(/C=C2/SC(=S)N(CNc3cccc(C)c3)C2=O)cc1 returned RNase H inhibition 25%.
Clc1ccc(-c2cn3c4ccccc4nc3n2CCNC2CCCCC2)cc1 was read as RNase H inhibition 0%.
Screening COc1ccccc1C(=O)N[C@H](C)c1ccccc1 returned RNase H inhibition 0%.
`C/C(=N\NC(=O)CSc1ncccn1)c1ccc(Cl)cc1` gave RNase H inhibition 10%.
Screening CCCCN1C(=O)C(=O)/C(=C(\O)c2ccc([N+](=O)[O-])cc2)C1c1ccccc1 (stereo not given) returned RNase H inhibition 3%.
O=c1oc2ccc(Br)cc2cc1-c1nc(-c2ccc(-c3ccccc3)cc2)cs1 was read as RNase H inhibition 6%.
Screening Brc1ccc(/C=N/c2ncn[nH]2)cc1 returned RNase H inhibition 3%.
Screening O=C1OC(c2ccccc2)=N/C1=C(\Sc1nc2ccccc2o1)c1ccccc1 returned RNase H inhibition 11%.
COc1cccc(C(=O)Nc2cc([N+](=O)[O-])ccc2O)c1 was read as RNase H inhibition 11%.
For CCn1c2ccccc2c2cc(CN3CCC(C)CC3)ccc21 the results were RNase H inhibition 7%.
CCCCCC(=O)Nc1nnc(CCCCC)s1 was read as RNase H inhibition 4%.
For CCN(CC)c1ccc(/C=C/c2ccc([N+](=O)[O-])cc2)cc1 the results were RNase H inhibition 19%.
Screening COC(=O)c1c(C)oc2ccc(OCc3ccc(C)cc3)cc12 returned RNase H inhibition 2%.
`O=C(/C=C/c1ccc(-c2ccccc2[N+](=O)[O-])o1)C12CC3CC(CC(C3)C1)C2` gave RNase H inhibition 2%.
For COc1ccccc1N(CC(=O)NCC(C)c1ccccc1)S(=O)(=O)c1ccccc1 (stereo not given) the results were RNase H inhibition 13%.
`Cc1ccc(C)c(N2C(=O)c3ccc(Oc4ccc(N)cc4)cc3C2=O)c1` gave RNase H inhibition 12%.
`CCOc1ccc(/C(C)=N/NC(=O)c2cc(-c3ccc4ccccc4c3)n[nH]2)cc1` gave RNase H inhibition 36%.
Screening CC(C)N1C(=O)/C(=C/c2ccc(Cl)c(Cl)c2)SC1=S returned RNase H inhibition 12%.
`COc1ccc(N(CC(=O)Nc2ccc(Br)cc2)S(=O)(=O)c2ccc(C)cc2)cc1` gave RNase H inhibition 19%.
Screening COc1ccc(N2C(=O)C(=O)/C(=C(\O)c3ccccc3)C2c2ccccc2F)cc1 (stereo not given) returned RNase H inhibition 6%.
CCOC(=O)C1=C(C)N=c2s/c(=C\c3ccc(O)c(OC)c3)c(=O)n2C1c1c(OC)ccc2ccccc12 (stereo not given) was read as RNase H inhibition 7%.
Screening Fc1ccc(N2N=C(/C=C/c3ccc(Cl)cc3)CC2c2ccc(Cl)cc2)cc1 (stereo not given) returned RNase H inhibition 5%.
For CC(CC(=O)O)C(=O)c1ccc(Cl)c([N+](=O)[O-])c1 (stereo not given) the results were RNase H inhibition 9%.
Screening Cn1c2c(c(=O)n(C)c1=O)C(c1ccc(F)cc1)C1=C(N2)c2ccccc2C1=O (stereo not given) returned RNase H inhibition 3%.
Screening O=C1/C(=C\c2cccc(O)c2)SC(=S)N1c1ccc(F)cc1 returned RNase H inhibition 30%.
For CCc1nc(SCC(=O)c2ccc(C)cc2)n[nH]1 the results were RNase H inhibition 0%.
O=C(Nc1ccccc1)c1cccc(NC(=O)c2cc([N+](=O)[O-])ccc2Cl)c1 was read as RNase H inhibition 12%.
Screening Cc1cc(NC(=O)c2ccccc2I)ccc1-c1cc2ccccc2oc1=O returned RNase H inhibition 19%.
Screening O=C(N/N=C/c1ccccc1Br)Nc1ccccc1 returned RNase H inhibition 4%.
`CC(=O)c1cccc(N2C(=O)c3ccc(S(=O)(=O)c4ccc(C(=O)O)cc4)cc3C2=O)c1` gave RNase H inhibition 10%.
`FC(F)(F)c1ccc2nnc(-c3cccc(Cl)c3Cl)n2c1` gave RNase H inhibition 9%.
For COc1ccc(C)cc1N(CC(=O)N1CCc2ccccc2C1)S(=O)(=O)c1ccccc1 the results were RNase H inhibition 5%.
C=CCN1C(=O)/C(=C\c2ccc(O)c(OC)c2)C(=O)NC1=S was read as RNase H inhibition 0%.
For O=C(CSc1nnc(-c2ccco2)n1-c1ccccc1)Nc1cccc([N+](=O)[O-])c1 the results were RNase H inhibition 3%.
For CC1CC2(C)Oc3ccccc3C3OCC1(COC(=O)Nc1ccccc1)C(C)C32 (stereo not given) the results were RNase H inhibition 15%.
For C=CCOc1ccc(/C=C2/N=C(C)C(C(=O)OCC)=C2O)cc1OC the results were RNase H inhibition 0%.
`O=C(Nc1ccc(Cc2ccc(NC(=O)C(F)(F)F)c(Cl)c2)cc1Cl)C(F)(F)F` gave RNase H inhibition 8%.
Screening O=Cc1cccc(OCc2c(F)cccc2Cl)c1 returned RNase H inhibition 34%.
Cc1cccc(CC2S/C(=N\N=C\c3ccccc3)NC2=O)c1 (stereo not given) was read as RNase H inhibition 0%.
Screening CCOc1ccc(C(=O)Nc2cccc(NC(=O)c3ccccc3)c2)cc1[N+](=O)[O-] returned RNase H inhibition 0%.
CCCCCCCCS(=O)(=O)c1sc2nc3c(cc2c1N)CCCC3 was read as RNase H inhibition 19%.
`CCN1C(=O)/C(=C\c2nc3ccccc3c(=O)n2C)c2ccccc21` gave RNase H inhibition 18%.
COc1cccc(N(C=O)C(=O)C2C3C=CC(C3=C3CCCC3)C2C)c1 (stereo not given) was read as RNase H inhibition 21%.
Cc1cc(C(=O)NCc2cc(C(=O)O)oc2C)c(C)o1 was read as RNase H inhibition 0%.
For COC(=O)C1=C(C)NC2=C(C(=O)c3ccccc32)C1c1ccc(OCc2ccc([N+](=O)[O-])cc2)cc1 (stereo not given) the results were RNase H inhibition 18%.
Cc1ccc(/C=C2\SC(=S)N(CCC(=O)N3CCCCCC3)C2=O)cc1 was read as RNase H inhibition 23%.
Screening COc1ccccc1CNC(=O)c1c(-c2ccccc2Cl)noc1C returned RNase H inhibition 2%.
Cc1cccc(C(=O)NC(Nc2ccc(C)cc2C)C(Cl)(Cl)Cl)c1 (stereo not given) was read as RNase H inhibition 12%.
`Cc1ccc(C23CC4CC(C2)CC(c2csc(N)n2)(C4)C3)cc1` gave RNase H inhibition 18%.
For CCC(=O)Nc1nc(C23CC4CC(CC(C4)C2)C3)c(C)s1 the results were RNase H inhibition 12%.
`N/C(=N\c1nc2ccccc2o1)NC(=O)c1cccc(F)c1` gave RNase H inhibition 0%.
Cc1cccc(Oc2ccc(NC(=O)c3ccco3)cc2)c1C was read as RNase H inhibition 18%.
Screening NNC(=O)CSc1nnc(-c2ccc(Cl)cc2)n1-c1ccccc1 returned RNase H inhibition 6%.
For Cc1ccc(NC2C=CS(=O)(=O)C2)cc1C (stereo not given) the results were RNase H inhibition 7%.
Screening CCOc1ccc(NC(=O)c2ccc(S(=O)(=O)N3CCOCC3)cc2)c([N+](=O)[O-])c1 returned RNase H inhibition 26%.

Random excerpt: 2 compounds from above
Cc1cccc(C(=O)NC(Nc2ccc(C)cc2C)C(Cl)(Cl)Cl)c1 (stereo not given) was read as RNase H inhibition 12%.
Cc1ccc(/C=C2\SC(=S)N(CCC(=O)N3CCCCCC3)C2=O)cc1 was read as RNase H inhibition 23%.
